# 697 NFkB inh: lowers PMA/ionomycin-induced NF-kB signal in 697 B cells | 697 B-cell NF-kB luciferase reporter, 16 h | inhibition, % at 4 µM | actives 0.33% (n = 330,000) | AID 435022; in the data active means inhibition above about 35%
# EBI2 antag: blocks human EBI2 receptor beta-arrestin signaling; EBI2 beta-arrestin recruitment, luminescence, 7a,25-OHC stimulated; inhibition, % at 5 µM; actives 0.81% (n = 360,000); in the data active means inhibition above about 38%;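 further: enzyme fragment complementation signal reports receptor beta-arrestin coupling in cells; 0% = agonist plus DMSO wells and 100% = wells without agonist; some results beyond the cut were filed as inactive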
# Target sequence (P32249 whole entry, looked up, the tested form may be a part): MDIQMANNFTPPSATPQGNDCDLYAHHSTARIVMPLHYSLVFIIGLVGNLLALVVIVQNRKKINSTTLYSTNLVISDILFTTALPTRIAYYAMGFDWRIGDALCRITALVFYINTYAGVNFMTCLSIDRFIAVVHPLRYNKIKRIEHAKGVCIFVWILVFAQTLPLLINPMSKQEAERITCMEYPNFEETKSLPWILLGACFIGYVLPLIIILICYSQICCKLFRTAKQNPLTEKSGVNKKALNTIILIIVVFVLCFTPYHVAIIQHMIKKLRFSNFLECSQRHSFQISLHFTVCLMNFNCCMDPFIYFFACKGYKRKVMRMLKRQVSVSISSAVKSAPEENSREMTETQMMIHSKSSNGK
# CXCR6 block: CXCR6 (human) receptor inhibition | AID 602244 | actives 0.36% (n = 360,000) | CHO-K1 PathHunter CXCR6 beta-arrestin, luminescence | inhibition, % at 20 µM | O00574; in the data active means inhibition above about 34%, passing the limit was not always enough;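 further: antagonist mode with CXCL16 agonist at 10 nM final; 0% = 10 nM CXCL16 with DMSO and 100% = unstimulated wells without agonist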
# APJ antagonist: antagonists of human APJ apelin receptor; AID 2521; actives 0.32% (n = 330,000); inhibition, % at 20 µM; CHO-K1 APJ beta-arrestin complementation, luminescence;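 active means inhibition above about 40% at 20 µM, limit read from the data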;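 further: cells challenged with 10 nM apelin-13 agonist together with compound; plate controls were apelin-13 plus DMSO wells for no effect and DMSO wells lacking apelin-13 for full effect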
# Target sequence (P35414 whole entry, looked up): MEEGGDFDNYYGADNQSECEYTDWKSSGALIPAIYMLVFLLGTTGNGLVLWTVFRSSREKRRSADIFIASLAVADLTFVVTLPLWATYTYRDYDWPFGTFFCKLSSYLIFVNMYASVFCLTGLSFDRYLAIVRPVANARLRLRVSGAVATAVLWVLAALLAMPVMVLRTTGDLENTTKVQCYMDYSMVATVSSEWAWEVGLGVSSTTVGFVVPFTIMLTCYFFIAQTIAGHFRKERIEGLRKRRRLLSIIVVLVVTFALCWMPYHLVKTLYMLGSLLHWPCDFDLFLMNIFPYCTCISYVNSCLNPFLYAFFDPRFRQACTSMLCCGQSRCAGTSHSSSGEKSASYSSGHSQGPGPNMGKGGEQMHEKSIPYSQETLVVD
# UBC13 polyUb: human UBC13 polyubiquitination inhibition. P61088. UBC13 polyubiquitin chain formation, TR-FRET. inhibition, % at 20 µM. actives 0.47% (n = 330,000); in the data active means inhibition above about 45%, passing the limit was not always enough
# Target sequence (P61088 whole entry, looked up): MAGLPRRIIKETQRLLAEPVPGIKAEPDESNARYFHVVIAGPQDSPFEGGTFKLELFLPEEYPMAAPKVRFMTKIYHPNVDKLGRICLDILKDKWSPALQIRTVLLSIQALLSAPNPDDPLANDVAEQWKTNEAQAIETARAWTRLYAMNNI
# Gli-Sufu block: Gli-Sufu pathway antagonism. Sufu-KO-LIGHT fibroblasts, Gli luciferase reporter luminescence. inhibition, % at 5 µM. actives 0.74% (n = 340,000);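 active means inhibition above about 55%, limit read from the data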;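 further: 0% = DMSO-treated cells and 100% = wells with medium but no cells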
# Jurkat NFkB inh: inhibitors of the PMA/ionomycin-induced NF-kB reporter in Jurkat cells; PMA/ionomycin-induced NF-kB luciferase reporter, luminescence; inhibition, % at 4 µM; actives 0.53% (n = 330,000); in the data active means inhibition above about 50%
# CCR6 antag: blocks CCL20-driven beta-arrestin recruitment at human CCR6 | P51684 | CHO-K1 CCR6 PathHunter beta-arrestin, luminescence, CCL20-stimulated | inhibition, % at 20 µM | actives 0.49% (n = 340,000) | AID 493098;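 active means compounds whose inhibition of the agonist-driven luminescence signal at 20 µM reaches about 50%, limit read from the data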;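 further: cells stimulated with CCL20 at 14 nM final; plate controls were DMSO with CCL20 for no effect and DMSO without agonist for full effect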
# The depositor's hits bear a star; · = no result given.
SMILES,697 NFkB inh,EBI2 antag,CXCR6 block,APJ antagonist,UBC13 polyUb,Gli-Sufu block,Jurkat NFkB inh,CCR6 antag
COC(=O)c1cc2sc(Cl)cc2n1CC(=O)N1CCCc2ccccc21,1.8,18.0,2.6,13.1,-5.2,-2.4,9.1,16.7
O=C(/C=C/c1ccccc1)Nc1ccc(C(=O)N2CCCCC2)cc1,1.2,1.2,4.8,10.4,2.2,19.0,4.1,-5.3
CC(C)(C)NC(=O)C(c1ccncc1)N(C(=O)c1csnn1)c1cccc2ccccc12 (stereo not drawn),8.4,2.0,8.3,4.3,6.3,6.1,5.1,4.3
COCCNC(=S)Nc1ccccc1Cc1ccccc1,-13.6,-13.5,-7.7,0.5,-7.1,1.6,13.2,8.2
O=Cc1ccc(C(=O)OCC(=O)N2CCCC2)cc1,-2.2,9.1,1.0,21.9,2.8,-35.1,9.8,-2.6
O=C(Nc1nnc(S(=O)(=O)N2CCCCC2)s1)c1ccc(Cl)cc1,-24.1,-8.0,-6.3,8.9,-1.6,15.7,10.1,2.5
CCOC(=O)c1cccc(NC(=O)COC)c1,15.0,-10.9,3.0,9.9,0.5,-4.2,-2.1,12.4
O=C(Nc1c2c(nn1-c1ccc(F)cc1)CS(=O)C2)C12CC3CC(CC(C3)C1)C2 (stereo not drawn),7.0,-4.2,9.5,-4.3,5.2,-9.7,-4.0,12.9
Cc1ccn2c(-c3n[nH]c(=S)n3Cc3ccccc3)c(C)nc2c1,1.7,0.6,-1.2,19.8,-10.0,15.4,-26.4,6.9
O=Cc1c(NCc2ccc(Cl)cc2)c2ccccc2[nH]c1=O,5.8,5.2,-2.8,-7.0,0.4,0.7,-1.8,-9.0
COc1ccc(CNC(=O)C(c2ccncc2)N(C(=O)Cc2cccs2)c2ccccc2)cc1 (stereo not drawn),·,0.5,-1.7,·,·,0.6,·,16.3
O=C(CCCN1C(=O)c2ccccc2C1=O)Nc1nnc(C2CC2)s1,13.5,-0.6,1.2,-21.8,5.5,6.9,-30.3,-6.5
COc1ccccc1NC(=O)Cn1c(CN2CCCCC2)nc2ccccc2c1=O,-7.2,-4.7,-1.4,-14.7,-0.6,-12.4,-15.5,6.0
Cc1noc(C)c1COc1ccc(C(=O)NCC2CCCO2)cc1 (stereo not drawn),20.6,-8.3,3.3,13.0,2.5,-7.8,2.4,-13.9
C/C(=N/NC(=O)Cc1c(C)[nH][nH]c1=O)c1ccc(O)cc1,6.6,-22.6,-1.0,-1.2,14.1,-2.3,-2.7,2.5
COc1ccnc(Nc2cccc(C)c2)c1C#N,3.2,2.9,-5.2,-24.4,4.2,-2.4,-3.1,-10.0
O=C(Nc1ccn(Cc2ccc(Cl)cc2)n1)c1ccccc1,-42.0,-1.7,-0.6,-13.7,-7.7,·,-65.0,16.4
COc1ccc([C@H]2CC(=O)C=C(c3cc(C=O)ccc3OC)C2)cc1,5.4,9.3,7.2,-4.3,-19.0,1.9,35.2,-0.5
COc1cccc(-c2ccc3c(N)c(C(=O)NC4CC4)sc3n2)c1,-147.8,15.6,-3.4,1.7,-3.9,-61.8,-98.4,7.4
CC(C)Cc1ccc(/C=C/C(=O)N2CCOCC2)cc1,-51.3,0.1,-6.9,10.9,-12.7,4.0,-120.0,3.1
CN(C)c1cc[n+](Cc2c(Cl)cccc2Cl)cc1,45.4*,-0.2,0.4,-9.7,6.4,72.9*,47.0,8.3
O=C(c1sc2ccccc2c1Cl)N(Cc1ccccc1)C1CCS(=O)(=O)C1 (stereo not drawn),-19.1,0.5,-2.2,7.7,-4.8,12.8,-18.1,5.1
O=C(CN(Cc1ccccc1F)C(=O)Cn1nnc(-c2cccs2)n1)NC1CCCCC1,16.1,20.5,5.8,1.2,3.0,-0.8,-12.3,9.7
O=C(c1ccccc1)n1ccc(-c2cnc(-c3ccccc3)s2)n1,-192.5,7.4,-13.9,-18.9,18.3,-3.0,-180.4,21.4
COc1ccccc1C1CCN(Cc2ccccc2)CC1,13.9,-19.5,3.3,4.4,9.5,11.4,5.0,9.9
COc1ccccc1-c1nnc(SCC(=O)N2CCC(C)CC2)o1,8.1,-8.4,1.0,-22.0,-2.6,4.1,1.7,-5.2
CCN(C(=O)CSc1nnc(Cn2nnc3ccccc32)o1)c1nc(-c2ccccc2)cs1,-17.8,13.7,6.3,1.7,-4.2,-7.3,-20.1,10.8
O=C(C[n+]1ccccc1)N/N=C/c1ccccc1F,8.0,-3.8,1.4,-7.9,7.4,-1.8,1.2,-2.1
COc1cc(C2C3=C(CCCC3=O)OC3=C2C(=O)CCC3)ccc1OCC(=O)Nc1ccccc1,18.9,-2.7,-4.2,-1.2,0.2,10.1,-8.7,11.5
CC1CCN(S(=O)(=O)c2ccc(NC(=O)c3cccs3)cc2)CC1,-4.0,-4.2,-13.1,2.4,1.4,-2.8,26.8,4.1
CC(=O)c1cnc2nc(SCc3ccc(Cl)cc3)nn2c1C,3.1,11.3,-8.9,8.0,2.0,-23.2,-8.0,2.2
COc1ccc(C(=O)n2nc(-c3ccccc3)nc2SC)cc1,·,-44.6,11.4,·,·,-20.8,·,2.6
COc1ccc([N+](=O)[O-])cc1NC(=S)NC(NC(=O)C(c1ccccc1)c1ccccc1)C(Cl)(Cl)Cl (stereo not drawn),-4.2,16.9,2.0,-1.4,-31.9,-2.2,2.1,2.8
CCC(=O)c1cccc(-c2ccccc2)c1CC,·,-0.6,7.4,·,·,4.2,·,20.8
Cc1ccc(NC(=O)CSc2ccc(-c3ccccn3)nn2)cc1,21.6,-2.5,-4.6,13.7,-17.6,-11.1,0.3,12.1
O=C(Nc1ccccc1F)c1ccc2c(c1)CCN2S(=O)(=O)c1ccccc1,-4.4,2.6,5.9,-14.1,10.5,-10.5,11.9,-1.3
COc1ccccc1-c1ccc(=O)n(CC(=O)NCC2CCCO2)n1 (stereo not drawn),9.8,-6.4,4.0,-16.3,-4.2,20.4,5.0,2.1
Cc1ccc2c(c1)N(CC(=O)N1CCC(C)CC1)C(=O)c1cccnc1O2,-7.2,1.9,3.5,-23.3,-6.4,-13.9,-3.8,-20.6
COc1cc(NC(=O)CCC(=O)c2cccs2)cc(OC)c1,3.0,4.7,-9.0,-15.3,-8.2,-17.0,-16.9,12.5
CCN(CC)S(=O)(=O)c1ccc(/C=C/C(=O)O)cc1,9.8,-2.1,1.3,3.5,1.5,2.7,6.0,-0.4
CC(=NNC(=O)c1ccc2nc[nH]c2c1)c1ccc(Br)cc1,-8.1,0.6,4.1,2.6,-15.0,-6.6,-24.0,9.4
CN=C1SC(CC(=O)Nc2ccc(C(C)=O)cc2)C(=O)N1C (stereo not drawn),4.4,0.4,4.2,12.1,5.0,-1.6,4.2,13.2
CC1CC(=O)N(CC(=O)NCc2ccco2)c2ccccc2S1 (stereo not drawn),3.8,-8.9,-1.7,-16.7,9.7,4.5,0.8,-18.8
CCOC(=O)C1(CCC(C)C)CC(CSc2nc3ccccc3[nH]2)OC1=O (stereo not drawn),-38.5,8.2,0.6,-27.7,-0.4,3.0,3.7,3.8
O=C(c1ccccc1)c1ccc(N2CCOCC2)c(NC(=O)c2ccco2)c1,-2.0,28.9,2.9,0.6,-7.5,-20.2,-9.5,-3.1
NC(=O)CCN1CCN(CCOC2Cc3cc(Cl)ccc3Sc3ccccc32)CC1 (stereo not drawn),-9.1,1.4,-5.1,4.3,20.1,·,-3.5,14.9
CCN(CCn1cccn1)C(=O)c1cc(COc2ccc(F)c(F)c2)on1,-22.5,6.3,-3.8,6.6,-1.0,-4.9,-1.9,3.4
C/C=C(/C)C(=O)Nc1cccc(C2=NOC3(C2)C[C@@H](C(N)=O)N(C(=O)CC)C3)c1 (stereo partly drawn),-18.5,-9.9,1.5,2.0,-10.5,-0.2,-6.4,6.9
Cc1cc(/C=C2/C(=N)N3C(=NC2=O)SN=C3S(C)(=O)=O)c(C)n1-c1ccccc1F,-86.0,-4.5,3.6,11.6,-3.3,-45.0,-12.3,16.8
Fc1ccc(CSc2nncn2NCc2ccccc2)cc1,0.4,-0.6,0.0,10.8,-10.5,-7.5,-3.9,-8.8

# Next part
SMILES,697 NFkB inh,EBI2 antag,CXCR6 block,APJ antagonist,UBC13 polyUb,Gli-Sufu block,Jurkat NFkB inh,CCR6 antag
COC(=O)c1ccc(OC(=O)c2cccnc2)cc1,-5.8,-4.8,7.6,3.9,9.6,5.0,0.7,7.6
CCOC(=O)N1CCc2c(sc(NC(=O)CN(CC)CC)c2C#N)C1,-1.0,-1.5,-3.1,2.1,78.5*,-27.0,5.8,-3.4
CC(C)(C)c1ccc(OC(=O)c2ccc(-n3cncn3)nc2)cc1,3.2,·,·,-10.7,-8.1,·,-5.4,·
COc1cc(CC(=O)N2CCC(n3nccc3NC(=O)C3CC3)CC2)cc(OC)c1OC,20.8,-2.4,-8.6,-0.8,6.1,1.2,-12.7,-3.1
NS(=O)(=O)c1cccc(NC(=O)COC(=O)CCCc2c[nH]c3ccccc23)c1,22.8,10.6,0.5,8.2,15.6,-3.4,3.1,17.8
COC(=O)C(=CC(=CN(C)C)C=C(C(=O)OC)C(=O)OC)C(=O)OC,2.3,6.4,-3.7,3.3,0.3,2.0,3.9,7.3
Cc1ccc2cc(CN(Cc3ccccc3)Cc3nnnn3C3CCCC3)c(=O)[nH]c2c1,7.7,-4.0,-0.9,0.4,3.2,-7.6,22.1,11.7
Cc1csc(CNC(=O)C2CCC(=O)N(CCCc3ccccc3)C2)n1 (stereo not drawn),-0.5,2.4,-8.3,-8.7,7.3,0.9,-6.5,0.8
COC(=O)c1noc(-c2ccc(OC)cc2)n1,3.4,1.8,-1.3,3.4,-6.8,-11.6,-5.5,-7.8
O=C(Nc1ccc([N+](=O)[O-])cc1)c1cc2ccccc2nc1Cl,-22.2,3.6,-5.5,-25.5,11.5,-1.5,7.0,15.6

# Already shown: entries from further up.
SMILES,697 NFkB inh,EBI2 antag,CXCR6 block,APJ antagonist,UBC13 polyUb,Gli-Sufu block,Jurkat NFkB inh,CCR6 antag
NS(=O)(=O)c1cccc(NC(=O)COC(=O)CCCc2c[nH]c3ccccc23)c1,22.8,10.6,0.5,8.2,15.6,-3.4,3.1,17.8
COC(=O)C(=CC(=CN(C)C)C=C(C(=O)OC)C(=O)OC)C(=O)OC,2.3,6.4,-3.7,3.3,0.3,2.0,3.9,7.3
Cc1ccc2cc(CN(Cc3ccccc3)Cc3nnnn3C3CCCC3)c(=O)[nH]c2c1,7.7,-4.0,-0.9,0.4,3.2,-7.6,22.1,11.7
Cc1csc(CNC(=O)C2CCC(=O)N(CCCc3ccccc3)C2)n1 (stereo not drawn),-0.5,2.4,-8.3,-8.7,7.3,0.9,-6.5,0.8
COC(=O)c1noc(-c2ccc(OC)cc2)n1,3.4,1.8,-1.3,3.4,-6.8,-11.6,-5.5,-7.8
O=C(Nc1ccc([N+](=O)[O-])cc1)c1cc2ccccc2nc1Cl,-22.2,3.6,-5.5,-25.5,11.5,-1.5,7.0,15.6

# Other structures follow:
SMILES,697 NFkB inh,EBI2 antag,CXCR6 block,APJ antagonist,UBC13 polyUb,Gli-Sufu block,Jurkat NFkB inh,CCR6 antag
CSc1ncc(CN2CCCC(C(=O)Nc3ccc(-c4ccco4)cc3)C2)cn1 (stereo not drawn),0.5,13.7,4.3,-34.8,3.0,-2.3,10.8,9.0
CS(=O)(=O)N(CC(=O)NCCSc1ccccc1)c1ccc2c(c1)OCO2,19.6,21.9,11.3,0.2,7.1,2.7,-12.2,9.9
CN1CCC(=O)N([C@H](CSc2ccccc2)Cc2ccccc2)CC1,8.6,-6.5,-1.4,20.5,-1.6,-8.1,-8.1,-0.7
COc1ccc(N2C(=O)Cc3c2nc(N)c(C#N)c3N)cc1,12.8,4.5,13.5,-5.9,13.5,5.3,5.6,5.5
Cc1ccc(C)c(N2CCN(C(=O)CCc3nc(-c4ccccc4F)no3)CC2)c1,1.0,4.4,-6.6,·,·,4.8,·,17.3
CC(=O)Nc1ccc(-c2sc(Nc3ccccc3)n[n+]2C)cc1,-37.8,2.7,-7.5,-41.9,-5.9,-6.0,-2.2,-0.5
COc1cccc(CSc2nnc(CSc3nc4nc(C)cc(C)n4n3)s2)c1,-6.7,5.0,-2.3,11.6,3.0,5.2,15.1,-16.0
COc1cc(C)c(C)cc1S(=O)(=O)NC1CC(C)(C)NC(C)(C)C1,-1.9,-7.5,0.0,4.9,2.4,30.5,-7.0,-14.5

# Source: PubChem BioAssay (Sanford-Burnham Center for Chemical Genomics)
